Bioassay records from PubChem BioAssay.
Apoferritin bind: candidate novel general anesthetic via apoferritin binding; apoferritin/1-aminoanthracene competitive binding, fluorescence; 350,000 tested, 0.074% active; AID 485281; Potency, µM (doses to about 77.5 µM), for the others: at the top dose activity change, negative = displacement, most hits filed as inhibitors; further: potency means the concentration at half of the fitted maximal effect; on the % scale 0 is the no-effect control and ±100 the full control effect; nearly all actives have a fitted effect of over 20% in size
Target sequence (P02791 2-175 limits assumed): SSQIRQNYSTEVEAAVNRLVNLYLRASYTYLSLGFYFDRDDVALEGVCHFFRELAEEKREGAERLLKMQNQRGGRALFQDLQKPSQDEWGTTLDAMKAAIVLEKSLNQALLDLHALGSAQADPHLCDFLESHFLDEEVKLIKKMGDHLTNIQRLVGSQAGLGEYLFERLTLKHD
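Concentration-response curves derived by four-parameter Hill fitting of normalized fluorescence, where compounds displaced 1-AMA from 10 uM horse apoferritin following a brief 10 min room-temperature incubation; propofol titration acted as positive control.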
RGS4 inh: human RGS4 inhibition. P49798. Transcreener GDP fluorescence polarization, RGS4-accelerated GTP hydrolysis. Potency, µM (doses to about 114 µM), for the others: at the top dose activity change, negative = inhibition, actives largely listed as inhibitors. 390,000 tested, 0.039% active. AID 504845; further: potency means the concentration at half of the fitted maximal effect; on the % scale 0 is the no-effect control and ±100 the full control effect; nearly all actives have a fitted effect of over 75% in size; some results filed as inactive show a strong effect at the top dose
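MLSMR compounds (23 nl, pin-transferred) preincubated 10 min at room temperature with a 500nM (2x) first reagent, then RGS4 at 900nM (2x) plus Transcreener GDP mix added; fluorescence polarization (620/688 nm) read before and after 90 min at 30 °C.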
Pol kappa inh: DNA polymerase kappa (human) inhibition | Q9UBT6 | purified Pol kappa, fluorescent DNA synthesis assay, 10 min | Potency, µM (doses to about 107 µM), for inactives: at the top dose activity, negative = inhibition, actives largely listed as inhibitors | 400,000 tested, 0.53% active | AID 588579; further: potency means the concentration at half of the fitted maximal effect; on the % scale 0 is the no-effect control and ±100 the full control effect
Target sequence (Q9UBT6 whole entry, looked up): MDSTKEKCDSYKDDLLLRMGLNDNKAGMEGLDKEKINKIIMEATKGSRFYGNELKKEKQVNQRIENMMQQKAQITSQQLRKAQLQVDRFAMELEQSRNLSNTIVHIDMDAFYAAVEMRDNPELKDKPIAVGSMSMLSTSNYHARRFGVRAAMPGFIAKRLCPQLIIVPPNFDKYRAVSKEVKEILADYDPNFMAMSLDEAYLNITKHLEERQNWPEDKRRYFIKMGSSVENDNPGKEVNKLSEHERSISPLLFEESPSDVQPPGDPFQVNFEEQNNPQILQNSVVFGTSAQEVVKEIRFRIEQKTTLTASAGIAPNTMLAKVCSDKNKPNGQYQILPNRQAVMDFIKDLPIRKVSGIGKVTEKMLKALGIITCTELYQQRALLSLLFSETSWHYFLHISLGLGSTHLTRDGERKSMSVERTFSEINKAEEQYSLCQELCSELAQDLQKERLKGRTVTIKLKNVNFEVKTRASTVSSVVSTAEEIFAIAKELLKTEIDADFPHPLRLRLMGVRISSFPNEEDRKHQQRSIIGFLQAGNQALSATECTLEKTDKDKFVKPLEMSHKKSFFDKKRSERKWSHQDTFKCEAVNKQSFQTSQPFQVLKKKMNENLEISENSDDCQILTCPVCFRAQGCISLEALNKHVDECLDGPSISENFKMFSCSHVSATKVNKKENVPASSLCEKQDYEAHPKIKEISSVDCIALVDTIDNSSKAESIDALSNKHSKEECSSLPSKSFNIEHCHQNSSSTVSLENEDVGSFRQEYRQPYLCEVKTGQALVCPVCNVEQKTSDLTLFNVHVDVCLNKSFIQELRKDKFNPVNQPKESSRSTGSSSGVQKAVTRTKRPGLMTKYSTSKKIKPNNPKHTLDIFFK
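Activity was followed as the change in fluorescence between reads at 0 and 10 min after starting the reaction with 50 nM substrate. Beforehand, 10 nM polymerase had been preincubated with compound for 15 min at room temperature.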
Pol eta inh: DNA polymerase eta (human) inhibition | Q9Y253 | recombinant Pol eta, fluorescent DNA replication assay | Potency, µM (titrated, usually from 114 µM), without a hit: at the top dose activity change, negative = inhibition, usual class: inhibitors | 390,000 tested, 1.2% active; further: potency means the concentration at half of the fitted maximal effect; on the % scale 0 is the no-effect control and ±100 the full control effect
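Pol eta (10 nM) was preincubated with compounds for 15 min at room temperature, after which fluorescent replication substrate (50 nM final) was added to start the reaction. Fluorescence was read kinetically at 0 and 10 min.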
ALOX12 inh: ALOX12 (human) lipoxygenase inhibition | P18054 | purified 12hLO, xylenol orange hydroperoxide absorbance | Potency, µM (series often up to 108 µM), without a hit: at the top dose activity change, negative = inhibition, hits mostly inhibitors | 580,000 tested, 1.1% active; further: potency means the concentration at half of the fitted maximal effect; on the % scale 0 is the no-effect control and ±100 the full control effect
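Purified human 12hLO at 150 nM in 25 mM Hepes, 0.01% Triton X-100, pH 7.0, preincubated 15 min at room temperature with compound. Reaction started with 40 uM arachidonic acid, 30 min at room temperature. Hydroperoxide measured by Fe-xylenol orange, 573/405 nm absorbance ratio.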
ERG Ets-DNA blk: ERG Ets/DNA interaction inhibition; fluorescence polarization, His-ERG Ets domain / labelled DNA; Potency, µM (top dose mostly 76.9 µM), for the others: at the top dose FP activity, negative = inhibition, usual class: inhibitors; 370,000 tested, 0.028% active; AID 624246; active means well fitted inhibition curve with a large enough effect in the polarisation, with a control signal flat; inconclusive means small, poorly fitted or top-dose-only effect, or effect the other way, or a change in a side signal; inactive means no such curve, though single readings can be large or run the other way; the % refers to the polarisation;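 further: polarization taken with two DNA probes labelled with fluorescein and Texas red; potency means the concentration at half of the fitted maximal effect; % of control where 0% means no effect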
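His-tagged ERG Ets domain (1 uM in the protein solution; 300mM KCl, 50mM Tris-HCl, 1mM EDTA, 1mM DTT, pH 7.5) received compound, then a probe mix of 5 nM fluorescein-DNA and 100nM Texas-615-DNA. Fluorescence polarization was read for both dyes.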
APEX1 inh: blocks human APE1 abasic DNA cleavage | 350,000 tested, 0.35% active | Potency, µM (series often up to 65.8 µM), without a hit: at the top dose activity change, negative = inhibition, actives largely listed as inhibitors | recombinant APE1, TAMRA/BHQ-2 abasic DNA cleavage fluorescence;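 further: potency means the concentration at half of the fitted maximal effect; plate controls were vehicle for no effect and reference inhibitor for full effect; nearly all actives have a fitted effect of over 55% in size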
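APE1 at 0.75 nM preincubated 15 min at room temperature with compound. Reaction then started with 50 nM double-stranded THF-abasic substrate labelled with TAMRA/BHQ-2, and 525/598 nm fluorescence read kinetically. Activity taken as third-minus-first read difference, normalized to DMSO and NSC13755 controls.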
POLB inh: blocks human DNA polymerase beta activity; Pol beta primer extension/strand displacement, fluorescence kinetic; Potency, µM (highest dose often 114 µM), for inactives: top-dose activity change, negative = inhibition, actives largely listed as inhibitors; 340,000 tested, 1.3% active; further: potency means the concentration at half of the fitted maximal effect; on the % scale 0 is the no-effect control and ±100 the full control effect
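Pol beta (10 nM) was preincubated with compound for 15 min at room temperature. The reaction was then started with 50 nM substrate and read immediately and after a further 10 min at room temperature.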
LDHA inh: blocks human lactate dehydrogenase A; P00338; purified LDHA, NADH/diaphorase-resazurin fluorescence; active compounds read low; activity change, % (values are at about 110 or 230 µM); 480,000 tested, 0.15% active; AID 1347041; in the data active means activity change below about -30%; inconclusive means mostly about -25% to -30%;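 further: plate controls were DMSO wells for no effect and wells without enzyme for full effect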
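Human LDH5 (2 nM) was incubated with 0.06 mM NADH and 0.2 mM pyruvate for 5 min at room temperature in Tris pH 7.4. Remaining NADH was coupled through diaphorase/resazurin, and resorufin fluorescence was read at 0 and 20 min.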
Numbers without * were called inactive; & = joins results of further samples; [ ] = remark or other dose. Unless noted, the call rests on the fitted dose curve; in most records, active means well fitted curve in the direction sought with a large enough effect; inconclusive means small, poorly fitted or top-dose-only effect, or another doubt; inactive means no such curve, though single readings can be large; an effect the other way counts as inactive or inconclusive.

Results for CCOc1cc(C(=O)NCc2ccc3c(c2)CCN3C(=O)CC)cc(OCC)c1OCC ?
Apoferritin bind: -12%; RGS4 inh: -17%; Pol kappa inh: 5%; Pol eta inh: -18%; ALOX12 inh: 0%; ERG Ets-DNA blk: -1%; POLB inh: 23%; LDHA inh: -2

Results for COc1ccc(-c2cn(Cc3cccc(OC)c3)nn2)cc1 ?
Apoferritin bind: -8%; RGS4 inh: 4%; Pol kappa inh: -7%&-1%; Pol eta inh: -17%; ALOX12 inh: -15%; ERG Ets-DNA blk: -6%; APEX1 inh: -18%; POLB inh: 4%; LDHA inh: 0

What do the screens show for `CN(C(=O)c1cccc(Br)c1)C1CCS(=O)(=O)C1` (centres undefined)?
RGS4 inh: 5%; Pol kappa inh: -2%; Pol eta inh: -20%; ALOX12 inh: 2%; ERG Ets-DNA blk: -2%; APEX1 inh: -1%; LDHA inh: -4

Results for CC(C)(C)C1CCc2sc(C(=O)NNC(=O)CCl)cc2C1 (centres undefined) ?
Apoferritin bind: inconclusive; RGS4 inh: -14%; Pol kappa inh: -5%; Pol eta inh: -6%; ALOX12 inh: -11%; ERG Ets-DNA blk: -13%; APEX1 inh: 1%; POLB inh: -13%; LDHA inh: -3

Results for Cc1nn(C)c(C(=O)N/N=C/c2ccc(-c3ccccc3)cc2)c1Cl ?
Apoferritin bind: -15%; RGS4 inh: -16%; Pol kappa inh: 3%; Pol eta inh: -15%; ALOX12 inh: 4%; ERG Ets-DNA blk: 7%; APEX1 inh: 14%; POLB inh: 11%; LDHA inh: 0

Results for CC(C)(CN=C1NS(=O)(=O)c2ccccc21)CNC(=O)c1ccccc1 ?
Apoferritin bind: -8%; RGS4 inh: 10%; Pol kappa inh: -3%; Pol eta inh: -3%; ALOX12 inh: inconclusive; ERG Ets-DNA blk: -2%; APEX1 inh: 2%; POLB inh: -10%; LDHA inh: 0

Results for C1CCN(c2nc3nonc3nc2N2CCCC2)C1 ?
Apoferritin bind: -12%; RGS4 inh: 18%; Pol kappa inh: -2%; Pol eta inh: -19%; ALOX12 inh: 0%; ERG Ets-DNA blk: -6%; APEX1 inh: 0%; POLB inh: 0%; LDHA inh: -11

Results for Cc1ccc(Cn2c(CN3CC(C)OC(C)C3)nc3c2c(=O)n(C)c(=O)n3C)cc1 (centres undefined) ?
Apoferritin bind: 0%; RGS4 inh: 8%; Pol kappa inh: -18%; Pol eta inh: -11%; ALOX12 inh: 34%[activator]; ERG Ets-DNA blk: -1%; APEX1 inh: 3%; POLB inh: 0%; LDHA inh: -1

What do the screens show for `CC1CCCCC1NC(=O)CCS(=O)(=O)c1cccc2nonc12` (centres undefined)?
Apoferritin bind: -13%; RGS4 inh: -20%; Pol kappa inh: -4%; Pol eta inh: -12%; ALOX12 inh: 0%; ERG Ets-DNA blk: 0%; APEX1 inh: -8%; POLB inh: 1%; LDHA inh: -10

What do the screens show for `COc1ccc(OC)c(S(=O)(=O)N2CCC(C(=O)NCc3ccccc3)CC2)c1`?
Apoferritin bind: -10%; RGS4 inh: 4%[56.9 µM]; Pol kappa inh: 1%; Pol eta inh: -5%; ALOX12 inh: 0%; ERG Ets-DNA blk: -2%; APEX1 inh: 10%; POLB inh: 18%; LDHA inh: 1

Results for CCN(c1ccccc1)S(=O)(=O)c1c(-c2ccc(C)cc2)csc1C(=O)OC ?
Apoferritin bind: -11%; RGS4 inh: -5%; Pol kappa inh: 0%; Pol eta inh: -16%; ALOX12 inh: 2%; ERG Ets-DNA blk: -2%; POLB inh: -1%; LDHA inh: 0

What do the screens show for `N#CC1=C(N)OC2=C(C(=O)CC(c3ccco3)C2)C1c1ccc(OCc2c(F)cccc2Cl)cc1` (centres undefined)?
Apoferritin bind: -14%; RGS4 inh: -34%; Pol kappa inh: -41%; Pol eta inh: inconclusive; ALOX12 inh: 9%; ERG Ets-DNA blk: -5%; APEX1 inh: inconclusive; POLB inh: -26%; LDHA inh: -5

What do the screens show for `CN1CCN(c2nc(Nc3ccc(F)cc3)nc(Nc3ccc(F)cc3)n2)CC1`?
Apoferritin bind: -4%; RGS4 inh: 22%; Pol kappa inh: -6%[60.1 µM]; Pol eta inh: -15%; ALOX12 inh: inconclusive; ERG Ets-DNA blk: 10%; APEX1 inh: -11%; POLB inh: inconclusive; LDHA inh: -3

Results for CCOc1ccc2c(c1)C(=O)c1cc(OCC(=O)O)ccc1-2 ?
Apoferritin bind: 40%[activator]; RGS4 inh: -4%[56.9 µM]; Pol kappa inh: 7%; Pol eta inh: -11%; ALOX12 inh: 7%; ERG Ets-DNA blk: 18%; APEX1 inh: -1%; POLB inh: -25%; LDHA inh: 1

How did NC(=O)N/N=C/c1ccc(-c2ccc(S(=O)(=O)Nc3ncccn3)cc2)o1 do in these assays?
RGS4 inh: -3%; Pol kappa inh: inconclusive; Pol eta inh: 35µM*; ALOX12 inh: -4%; ERG Ets-DNA blk: 4%; APEX1 inh: -5%; LDHA inh: -11

Results for CCOC(=O)c1cnn(-c2ccccc2)c1-n1cccc1C(=O)C(=O)N(C)C ?
Apoferritin bind: -5%; RGS4 inh: -26%; Pol kappa inh: 4%; Pol eta inh: -12%; ALOX12 inh: 0%; ERG Ets-DNA blk: 8%; APEX1 inh: -3%; POLB inh: 5%; LDHA inh: 1

Results for Cn1c(Sc2ccc(Cl)cc2)c(C=O)c2ccccc21 ?
Apoferritin bind: 5%; RGS4 inh: -4%; Pol kappa inh: -10%; Pol eta inh: -17%; ALOX12 inh: -3%; ERG Ets-DNA blk: 0%; APEX1 inh: -2%; POLB inh: -1%; LDHA inh: 0

Results for Cc1ccc(-c2nc(C)c(CCNS(=O)(=O)c3ccc(F)c(C(F)(F)F)c3)s2)cc1 ?
Apoferritin bind: -4%; RGS4 inh: -19%; Pol kappa inh: -4%[60.1 µM]; Pol eta inh: -3%; ALOX12 inh: 2%; ERG Ets-DNA blk: 1%; POLB inh: 5%; LDHA inh: 2

What do the screens show for `Cc1cc(C)c2c(=O)[nH]n(C(C)C)c2n1`?
Apoferritin bind: -11%; RGS4 inh: -22%; Pol kappa inh: 3%; Pol eta inh: -8%; ALOX12 inh: -20%; ERG Ets-DNA blk: -15%; APEX1 inh: 0%; POLB inh: -22%; LDHA inh: 2

Results for CCCS(=O)(=O)N1CCN(C(=O)CCC2CCCC2)CC1 ?
Apoferritin bind: -8%; RGS4 inh: 2%; Pol kappa inh: -2%; Pol eta inh: -4%; ALOX12 inh: 29%[57.4 µM]; ERG Ets-DNA blk: 1%; APEX1 inh: -2%; POLB inh: -6%; LDHA inh: 0

What do the screens show for `Cc1cnc(C(=O)OCc2cc(=O)n3c(C)cccc3n2)cn1`?
RGS4 inh: -3%; Pol kappa inh: -10%; Pol eta inh: -9%; ALOX12 inh: -18%; ERG Ets-DNA blk: -4%; APEX1 inh: -6%; LDHA inh: 1

Results for CC[C@H](C)[C@@H]1NC(=O)c2cc([N+](=O)[O-])cc(I)c2NCC[C@@H](C(N)=O)NC(=O)[C@H](CCCN=C(N)N)NC1=O ?
Apoferritin bind: -5%; RGS4 inh: -16%; Pol kappa inh: 8%; Pol eta inh: -10%; ALOX12 inh: inconclusive; ERG Ets-DNA blk: -8%; APEX1 inh: 1%; POLB inh: 0%; LDHA inh: 1

Results for CCC(CC)C(=O)N1CCc2cc(OC)c(OC)cc2C1COc1ccc(C(=O)OC)cc1 (centres undefined) ?
Apoferritin bind: 39%[activator]; RGS4 inh: -6%; Pol kappa inh: -15%[60.1 µM]; Pol eta inh: -16%; ALOX12 inh: 0%; ERG Ets-DNA blk: 5%; POLB inh: -2%; LDHA inh: 3

Results for CCOc1ccc(NCc2cccn2-c2nnc(N3CCC(C(=O)NCCCN4CCCCC4)CC3)s2)cc1 ?
Apoferritin bind: -13%; RGS4 inh: -9%; Pol kappa inh: -15%; Pol eta inh: -3%; ALOX12 inh: 0%; ERG Ets-DNA blk: -5%; APEX1 inh: 42%; POLB inh: 18%; LDHA inh: 3

How did COC(=O)C1CCN(C(=O)c2cc3c(=O)n4cccc(C)c4nc3n2Cc2ccccc2)CC1 do in these assays?
Apoferritin bind: 14%; RGS4 inh: -21%; Pol kappa inh: 0%; Pol eta inh: -19%; ALOX12 inh: 9%; ERG Ets-DNA blk: -14%; APEX1 inh: -9%; POLB inh: 36%[activator]; LDHA inh: -2

Arranged by SMILES length (high to low): some entries from above
Results for CCOc1ccc(NCc2cccn2-c2nnc(N3CCC(C(=O)NCCCN4CCCCC4)CC3)s2)cc1 ?
Apoferritin bind: -13%; RGS4 inh: -9%; Pol kappa inh: -15%; Pol eta inh: -3%; ALOX12 inh: 0%; ERG Ets-DNA blk: -5%; APEX1 inh: 42%; POLB inh: 18%; LDHA inh: 3

Results for CCC(CC)C(=O)N1CCc2cc(OC)c(OC)cc2C1COc1ccc(C(=O)OC)cc1 (centres undefined) ?
Apoferritin bind: 39%[activator]; RGS4 inh: -6%; Pol kappa inh: -15%[60.1 µM]; Pol eta inh: -16%; ALOX12 inh: 0%; ERG Ets-DNA blk: 5%; POLB inh: -2%; LDHA inh: 3

Results for Cc1nn(C)c(C(=O)N/N=C/c2ccc(-c3ccccc3)cc2)c1Cl ?
Apoferritin bind: -15%; RGS4 inh: -16%; Pol kappa inh: 3%; Pol eta inh: -15%; ALOX12 inh: 4%; ERG Ets-DNA blk: 7%; APEX1 inh: 14%; POLB inh: 11%; LDHA inh: 0

A portion of the library; count on the stated rates, not on these rows.
